Bioassay records as filed in PubChem.
CHO-K1 Ca ag: M1 agonist counterscreen hit in parental CHO-K1 cells; Fluo-8 calcium fluorescence; scaled to maximal ATP response, vehicle zero; activation, % at 3 µM; 0.48% of 360,000 active; AID 602248; in the data active = activation above about 15%;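 also: untransfected CHO-K1 host cells lacking M1 receptor as counterscreen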
TAAR1 antag: antagonists of human TAAR1; Q96RJ0; inhibition, % at 3 µM; 1.5% of 360,000 active; CHO RD-HGA16 TAAR1, Fluo-8 calcium fluorescence, antagonist; AID 624466;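 active = inhibition above a per-plate cutoff, the mean inhibition of test compounds on that plate plus 3 SD, cut at about 49% in these data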;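 also: 0% = DMSO plus EC80 beta-PEA response and 100% = DMSO alone without agonist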
Target sequence (Q96RJ0 whole entry, looked up): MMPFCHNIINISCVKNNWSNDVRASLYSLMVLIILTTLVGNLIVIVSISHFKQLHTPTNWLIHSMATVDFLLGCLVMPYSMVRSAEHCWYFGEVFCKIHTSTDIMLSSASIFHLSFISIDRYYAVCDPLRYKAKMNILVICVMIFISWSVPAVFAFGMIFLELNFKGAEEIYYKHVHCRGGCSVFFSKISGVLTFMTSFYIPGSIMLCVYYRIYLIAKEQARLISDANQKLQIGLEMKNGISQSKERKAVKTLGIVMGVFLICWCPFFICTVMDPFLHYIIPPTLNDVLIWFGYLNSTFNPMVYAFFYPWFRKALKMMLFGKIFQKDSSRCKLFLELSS
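Assay system: RD-HGA16 CHO cells with stable hTAAR1 and Gα16 / Reagent: EC80 β-phenethylamine stimulus / Doses: 3 µM, single point / Timing: dye loading 75 min at 37 °C, then 30 min room temperature / Measured by: Fluo-8 intracellular calcium dye fluorescence, real-time kinetic reads / Controls: vehicle wells and EC80 agonist wells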
CHO-K1 Ca PAM: nonselective activator or artifact in parental CHO-K1 calcium assay; ATP EC20, Fluo-8 calcium fluorescence; 0% at ATP EC20, 100% at ATP max; activation, % at 3 µM; 0.02% of 360,000 active;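 active = activation above the run cutoff, the mean activation of all test compounds plus 3 SD, cut at about 40% in these data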;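 also: peak over basal fluorescence ratio in a 140 s read after ATP addition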
TAAR1 agonist: human TAAR1 agonism | Q96RJ0 | CHO RD-HGA16 TAAR1, Fluo-8 calcium fluorescence; vehicle wells 0%, saturating PEA agonist 100% | activation, % at 3 µM | 0.99% of 360,000 active | AID 624467;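 active = activation above the mean activation of all test compounds in the run plus 3 SD, cut at about 38% in these data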
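Test system: RD-HGA16 (CHO) cells co-expressing Gα16 and hTAAR1; dosing: one-point dosing at 3 µM (nominal); timing: 17-24 h seeding, 75 min 37 °C dye, 30 min RT; signal: kinetic Fluo-8 calcium fluorescence; read-out basis: % activation relative to PEA EC100 response; controls: DMSO and PEA EC100; replicates: n 1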
M1 antag: human CHRM1 antagonism; CHO-K1 hM1, Fluo-8 calcium fluorescence, ACh EC80 antagonist; inhibition, % at 3 µM; 1.3% of 360,000 active; AID 588852;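 active = percent inhibition above its own plate's cutoff, namely the mean of that plate's compound wells plus 3 SD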;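 also: peak over basal fluorescence ratio during 140 s after agonist addition; 0% = ACh EC80 plus DMSO and 100% = DMSO alone without agonist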
CHRM1 agonist: activates human CHRM1 receptor; P11229; CHO-K1 hM1, Fluo-8 calcium fluorescence, agonist mode; 0% DMSO, 100% acetylcholine EC100; activation, % at 3 µM; 0.33% of 360,000 active;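 active = activation above the run's mean compound activation plus 3 SD, cut at about 16% in these data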;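 also: peak over basal fluorescence ratio within a 140 s kinetic read after compound addition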
CHO parental Ca: counter-screen for OX1R antagonists: effect in parental CHO cells; parental CHO-K1, ATP-induced calcium, Fluo-8 fluorescence; AID 463079; 0.63% of 330,000 active; inhibition, % at 5.6 µM;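 active = inhibition above that plate's mean sample inhibition plus 3 SD, cut at about 26% in these data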;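 also: 0% = ATP-challenged DMSO wells and 100% = DMSO wells without ATP; some compounds past the cut are filed as inactive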
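Test system: untransfected parental CHO cell line; also added: ATP stimulus; dosing: 5.6 µM, single dose; signal: calcium-sensitive Fluo-8 fluorescence; measure: percent inhibition of ATP-evoked calcium rise, normalized to controls; benchmarks: low control ATP plus DMSO, high control DMSO only; replication: one well per compound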
OXTR potentiator: human OXTR potentiation; CHO-OTR cells, Fluo-8 calcium fluorescence, potentiator mode; 0% = oxytocin EC15, 100% = EC100; activation, % at 3 µM; 0.061% of 320,000 active; P30559;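 active = activation above that plate's cutoff, the mean activation of tested compounds plus 3 SD, cut at about 6.6% in these data, passing the limit was not always enough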;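 also: 100% uses oxytocin at 75 nM as the full agonist control; some results filed as inactive read as strong as hits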
Target sequence (P30559 whole entry, looked up): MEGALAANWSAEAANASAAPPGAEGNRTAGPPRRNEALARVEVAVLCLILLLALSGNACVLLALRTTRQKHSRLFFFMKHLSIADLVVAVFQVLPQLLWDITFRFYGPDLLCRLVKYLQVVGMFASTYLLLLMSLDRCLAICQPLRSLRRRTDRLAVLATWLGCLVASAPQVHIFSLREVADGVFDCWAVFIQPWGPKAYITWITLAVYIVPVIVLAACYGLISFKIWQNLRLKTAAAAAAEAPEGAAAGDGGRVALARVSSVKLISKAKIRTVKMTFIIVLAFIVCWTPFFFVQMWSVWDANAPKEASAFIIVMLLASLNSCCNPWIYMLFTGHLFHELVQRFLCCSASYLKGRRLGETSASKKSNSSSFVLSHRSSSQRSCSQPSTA
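Assay system: CHO-OTR cells, human receptor / Also added: oxytocin at about EC15, sub-maximal agonist stimulus / Dosing: single dose, 3.0 µM nominal final compound concentration / Incubation: 6 min pre-incubation, 100 s read / Technique: Fluo-8 calcium dye fluorescence / Read-out: % activation vs EC15 and EC100 oxytocin / Benchmarks: EC15 oxytocin low, 75 nM oxytocin high / Replicates: singlicate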
CHO-K1 Ca antag: counter-screen for M1 antagonists: effect in parental CHO-K1 cells | ATP-induced calcium, Fluo-8 fluorescence | 0.6% of 360,000 active | inhibition, % at 3 µM | AID 602250;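 active = inhibition above a per-plate cutoff, the plate's mean sample inhibition plus 3 SD, cut at about 24% in these data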;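 also: 0% = DMSO plus EC80 ATP and 100% = DMSO alone without ATP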
An asterisk follows results filed as active; x = no result given.

SMILES	CHO-K1 Ca ag	TAAR1 antag	CHO-K1 Ca PAM	TAAR1 agonist	M1 antag	CHRM1 agonist	CHO parental Ca	OXTR potentiator	CHO-K1 Ca antag
COc1ccc(-c2sc3cc(OC)c(OC)cc3c2C#CC(C)(C)O)cc1	0.2	7	6	10	-6	-8	-29	-7	-19
Cc1cc(Br)ccc1NC(=S)N1CCOCC1	1.6	-25	19	2	-7	-3	-12	5	-6
CSc1ccccc1-c1nnc(-c2ccc(Cl)c(Cl)c2)o1	0.1	0	7	7	-42	-2	-14	1	0
O=S(=O)(c1cccc2nonc12)N1CCCCCC1	0.1	-27	16	9	-6	-4	-11	-7	-13
CCc1nc2ccccc2c(C(=O)OCc2nnc(-c3ccccc3)o2)c1C	1.4	40	19	11	4	-1	-17	-3	-5
N=c1c(S(=O)(=O)c2ccc(Cl)cc2)cc2c(=O)n3ccccc3nc2n1Cc1cccnc1	-0.5	x	-15	x	-7	-4	-20	-6	3
C#CCOCCOCCOCCNc1nc(N2CCOCC2)nc(N2CCN(C(=O)[C@H](C)n3cc(CCCN=C(N)N)nn3)CC2)n1	0.3	4	14	20	-6	-12	-14	-7	-7
CN(C)c1ccc(C(CC(=O)c2ccccc2)C2CCCCC2=O)cc1 (stereo not drawn)	-0.1	-1	16	0	-13	-5	-8	2	-4
N#Cc1cc2c(nc1SCC(=O)Nc1sc3c(c1C#N)CCC3)CCCCC2	0.1	-2	16	18	-8	-6	-13	-1	-8
O=C(CCNS(=O)(=O)c1cccc2nsnc12)N1CCc2ccccc21	0.9	-7	22	10	-4	-4	-21	-8	-16
O=C(CSc1nnc(Cc2ccccc2)n1-c1ccccc1)NNC(=O)Cc1ccccc1	0.1	-12	11	24	-12	-2	-13	0	-12
O=C(O)c1ccc(N=C2c3ccccc3-c3ccccc32)cc1	-0.5	-20	10	2	-15	-6	x	x	-10
CC(C)(O)c1[nH]c2ccc(C(F)(F)F)cc2c1C(C)(C)O	-0.3	-7	-16	7	-10	-5	-5	-8	-7
Cc1cc(C)cc(N(CC(=O)NC2CCCC2)C(=O)CNC(=O)c2ccco2)c1	0.1	6	17	1	-12	0	-21	-7	-12
CC(=O)Nc1ccc(CN(C)c2c(C)nc3ccc(C(=O)NC4CCN(Cc5ccccc5)CC4)cn23)cc1	0.3	-26	16	0	4	-9	x	x	2
COc1ccc(N2CCN(Cc3nc4c(c(=O)n(C)c(=O)n4C)n3Cc3cccc(C)c3)CC2)cc1	-0.6	-19	-10	0	-20	6	-12	-4	19
CCOc1ccc(C(=O)CC(Sc2ccc(C)cc2)C(=O)O)cc1 (stereo not drawn)	-0.1	0	11	5	-8	-7	-17	-11	4
CCOC(=O)Cc1cc(=O)[nH]c(/N=C(\N)Nc2ccc(C)cc2C)n1	0.4	8	7	3	16	-4	0	-2	4
O=S(=O)(c1ccc(F)cc1)N(CCO)CC(O)Cn1c2ccccc2c2ccccc21 (stereo not drawn)	5.1	26	6	10	1	5	12	-12	1
CCc1cc(-c2ccc3c(c2)COc2c4ccccc4nn2-3)on1	0.6	18	3	8	-4	-6	-21	-6	-12
Cc1[nH]n(CCC#N)c(=O)c1CC(=O)N1CCN(c2ccccc2)CC1	0.4	5	19	12	1	-3	-11	-10	-6
O=[N+]([O-])c1ccc2nc(C3CCCCC3)[nH]c2c1	4.2	-2	4	1	0	-3	-1	-2	-7
O=S1(=O)CC(O)C(NCc2cccnc2)C1 (stereo not drawn)	0.9	-19	12	10	-4	6	2	3	-14
O=C(CCCl)Nc1nc2c(s1)CCc1ccccc1-2	-0.3	-10	-3	3	-1	-5	21	0	-11
COc1cccc(N2CCN(c3ncnc4c3[nH]c3ccc(F)cc34)CC2C)c1 (stereo not drawn)	11	93*	-4	27	83*	7	96*	-13	55*
Cc1ccccc1CSCCNC(=O)Nc1ccccc1	1.3	-9	10	0	-6	-6	-9	4	-2
CCc1nc2ccc(C(=O)NCCc3ccco3)cc2nc1CC	1.0	x	12	x	4	-4	-25	-1	-8
CCOCC(=O)NC1CCc2cc(OC)c(OC)c(OC)c2-c2ccc(SC)c(=O)cc21 (stereo not drawn)	-0.5	-19	4	2	-3	0	x	x	-20
Cn1cc(Cl)c(-c2n[nH]c(=S)n2-c2ccc(F)cc2)n1	0.7	-2	15	5	-5	-5	-5	2	-1
Cc1cccc(Oc2coc3cc(O)ccc3c2=O)c1	1.0	3	6	0	-6	-2	8	-15	-2

Results in TAAR1 antag, M1 antag and CHO-K1 Ca antag, for some of the entries so far:
Molecule,TAAR1 antag,M1 antag,CHO-K1 Ca antag
COc1ccc(N2CCN(Cc3nc4c(c(=O)n(C)c(=O)n4C)n3Cc3cccc(C)c3)CC2)cc1,-19,-20,19
CCOc1ccc(C(=O)CC(Sc2ccc(C)cc2)C(=O)O)cc1 (stereo not drawn),0,-8,4

Additional compounds.
SMILES	CHO-K1 Ca ag	TAAR1 antag	CHO-K1 Ca PAM	TAAR1 agonist	M1 antag	CHRM1 agonist	CHO parental Ca	OXTR potentiator	CHO-K1 Ca antag
CCOC1=C2[C@H](c3ccc(CC)cc3)N(S(=O)(=O)c3ccc(C)cc3)C[C@H]2C(C#N)(C#N)C(C#N)(C#N)C1	-0.5	-14	-8	2	23	-5	x	x	19
CCCCNC(=O)CSc1nnc(-c2c[nH]c3ccccc23)n1CC1CCCO1 (stereo not drawn)	0.3	x	24	x	-10	-4	-15	-1	-12
CC(=O)N1CCc2nc3ccccc3cc21	0.7	0	11	2	-8	-6	x	x	-10
CCCCCOC(=O)C1=C(C)NC(=O)NC1c1ccc(OC)cc1 (stereo not drawn)	-0.1	-17	6	-2	-14	-4	-28	-7	-3
O=C(Cc1ccccc1)Nc1cccnc1	-0.2	-10	-12	3	0	-3	-4	-13	12
Nc1nncn1C(=O)CCCOc1ccc(Cl)cc1Cl	1.5	7	8	3	2	-1	-9	-6	-40
CCC(Sc1nncn1C)C(=O)Nc1cc(C)on1 (stereo not drawn)	2.4	-20	4	3	-8	-5	-1	-3	-3
O=C(CC1C(=O)NCCN1Cc1cccc(F)c1)NC1CCC1 (stereo not drawn)	0.4	7	2	2	-13	8	-8	-6	1
Cn1c(Cn2cnc([N+](=O)[O-])n2)nnc1SCC(=O)Nc1cccc(Cl)c1	0.3	21	18	-1	-3	-9	10	-11	-11
CCCNCC(=O)Nc1cccc(S(=O)(=O)NC2=NCCCCC2)c1	0.1	-9	5	1	-14	-3	-3	-5	-8
N/C(=N\OC(=O)c1ccccc1)c1ccn[nH]1	0.9	-30	4	1	-8	-2	-10	1	1
FC(F)Oc1ccc(NC(=S)NC2CCCCCCC2)cc1	14	8	0	3	34*	-6	37*	-15	8
O=C(NCC1CCCN(Cc2cccc(F)c2)C1)c1cccc2ccccc12 (stereo not drawn)	-0.4	-10	-4	2	-3	-8	-24	-4	-1
Cc1ccccc1NC(=O)c1ccccn1	0.4	-14	2	0	-14	-2	-9	0	-10
O=C(O)c1ccccc1C(=O)c1ccc(N2CCCC2)c([N+](=O)[O-])c1	-0.6	3	-10	14	-1	-7	-1	0	5
O=C(NCc1nnc(SCC(=O)N2CCc3ccccc32)o1)c1cccs1	0.8	-15	12	6	2	-8	-19	-14	5
O=C(CC(NCCc1ccccc1)C(=O)O)Nc1ccc(O)cc1 (stereo not drawn)	x	6	x	50*	x	x	-1	4	x
COc1ccccc1NC(=O)CSc1nnc(Cn2cnc3ccccc32)n1C	0.3	24	2	8	-9	-2	-24	-15	-4
CCc1ccccc1N1C[C@@]23C=C[C@@H](O2)C(C(=O)OCC(C)C)[C@H]3C1=O (stereo partly drawn)	0.2	12	-1	14	-14	-2	-16	0	-30
O=C(CSc1nnc(-c2cccs2)o1)NCc1ccco1	1.5	-23	3	2	19	-3	-6	-6	9
Cc1c(O)c2c3c(cccc3c1O)C(=O)N(c1ccccc1)C2=O	11	15	-1	20	18	11	16	-12	11
CCN1CCc2c(sc(NC(=O)c3ccc(S(=O)(=O)N4CCCCCC4)cc3)c2C(=O)NC)C1	0.5	-32	9	7	-1	-6	-15	-8	-6

Three of the compounds above, with values under each structure:
The line under a structure holds: CHO-K1 Ca ag	TAAR1 antag	CHO-K1 Ca PAM	TAAR1 agonist	M1 antag	CHRM1 agonist	CHO parental Ca	OXTR potentiator	CHO-K1 Ca antag
CN(C)c1ccc(C(CC(=O)c2ccccc2)C2CCCCC2=O)cc1 (stereo not drawn)
  -0.1	-1	16	0	-13	-5	-8	2	-4
O=S(=O)(c1ccc(F)cc1)N(CCO)CC(O)Cn1c2ccccc2c2ccccc21 (stereo not drawn)
  5.1	26	6	10	1	5	12	-12	1
O=S1(=O)CC(O)C(NCc2cccnc2)C1 (stereo not drawn)
  0.9	-19	12	10	-4	6	2	3	-14

Record cards, as listed above. Order of screens: CHO-K1 Ca ag | TAAR1 antag | CHO-K1 Ca PAM | TAAR1 agonist | M1 antag | CHRM1 agonist | CHO parental Ca | OXTR potentiator | CHO-K1 Ca antag
CCN1CCc2c(sc(NC(=O)c3ccc(S(=O)(=O)N4CCCCCC4)cc3)c2C(=O)NC)C1 as listed: 0.5 | -32 | 9 | 7 | -1 | -6 | -15 | -8 | -6
Cc1c(O)c2c3c(cccc3c1O)C(=O)N(c1ccccc1)C2=O as listed: 11 | 15 | -1 | 20 | 18 | 11 | 16 | -12 | 11

Not a hit list; 4.2% or so of the library scored in one or more.
